V1aR counter: agonists of human V1a receptor, primary screen, counter-screen for OXTR agonist project, fluorescence, CHO-V1R cells; Fluo-8 calcium fluorescence, agonist mode; 0% DMSO, 100% 3 nM vasopressin; AID 2797, 2010; 320,000 tested, 0.25% active; activation, % at 3 µM;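 active = activation above the mean activation of all tested compounds plus 3 SD, per screening run, cut at about 20% in these data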;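 also: signal is peak over basal fluorescence ratio across a 100 second FLIPR read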
Target sequence (P37288 whole entry, looked up): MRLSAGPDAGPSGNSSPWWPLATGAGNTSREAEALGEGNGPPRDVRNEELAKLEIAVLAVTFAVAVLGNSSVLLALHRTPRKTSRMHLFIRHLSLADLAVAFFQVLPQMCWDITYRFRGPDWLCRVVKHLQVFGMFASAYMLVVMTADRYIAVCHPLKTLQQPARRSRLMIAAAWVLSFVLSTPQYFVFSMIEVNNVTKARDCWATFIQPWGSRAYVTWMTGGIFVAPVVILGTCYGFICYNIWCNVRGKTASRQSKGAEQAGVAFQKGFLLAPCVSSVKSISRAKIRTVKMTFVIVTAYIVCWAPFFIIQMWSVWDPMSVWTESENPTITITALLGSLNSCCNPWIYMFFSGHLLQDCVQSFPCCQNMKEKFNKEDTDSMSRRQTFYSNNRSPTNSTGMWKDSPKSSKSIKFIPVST
CHO parental Ca: ATP-evoked calcium signal inhibitors, parental CHO, primary screen, counter-screen for OX1R antagonist project, cell-based, fluorescence, Fluo-8 calcium dye. parental CHO-K1, ATP-induced calcium, Fluo-8 fluorescence. inhibition, % at 5.6 µM. 330,000 tested, 0.63% active;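 active = inhibition above that plate's mean sample inhibition plus 3 SD, cut at about 26% in these data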;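 also: 0% = ATP-challenged DMSO wells and 100% = DMSO wells without ATP; some compounds past the cut are filed as inactive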
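Material: parental CHO cells / Compound: single nominal dose of 5.6 µM per compound / Signal: Fluo-8 fluorescence / Replicates: singlicate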
GPR7 antag: GPR7 receptor antagonists, primary screen, cell-based, fluorescence, single concentration | Neuropeptides B/W receptor type 1 (Homo sapiens), P48145 | GPR7-expressing cells, fluorescence antagonist assay | inhibition, % at 4.4 µM | 290,000 tested, 1.1% active | AID 1861, 2009; in the data active = inhibition above about 16%, passing the limit was not always enough;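 also: cells stimulated with the agonist NPW; 0% = agonist with vehicle and 100% = vehicle without agonist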
Target sequence (P48145 whole entry, looked up): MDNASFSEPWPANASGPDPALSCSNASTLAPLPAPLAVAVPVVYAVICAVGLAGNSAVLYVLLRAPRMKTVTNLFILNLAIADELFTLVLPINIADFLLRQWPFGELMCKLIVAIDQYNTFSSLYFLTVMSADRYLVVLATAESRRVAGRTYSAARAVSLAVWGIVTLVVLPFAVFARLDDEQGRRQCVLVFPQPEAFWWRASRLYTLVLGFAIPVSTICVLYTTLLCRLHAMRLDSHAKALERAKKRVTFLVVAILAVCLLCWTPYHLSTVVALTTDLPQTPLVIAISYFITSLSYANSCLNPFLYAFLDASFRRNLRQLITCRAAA
CHO-K1 Ca antag: counter-screen for M1 antagonists: effect in parental CHO-K1 cells | ATP-induced calcium, Fluo-8 fluorescence | inhibition, % at 3 µM | AID 602250 | 360,000 tested, 0.6% active;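 active = inhibition above a per-plate cutoff, the plate's mean sample inhibition plus 3 SD, cut at about 24% in these data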;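 also: 0% = DMSO plus EC80 ATP and 100% = DMSO alone without ATP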
OXTR potentiator: human OXTR potentiators, primary screen, fluorescence, CHO-OTR cells, Fluo-8 calcium; activation, % at 3 µM; Fluo-8 calcium fluorescence, potentiator mode; 0% = oxytocin EC15, 100% = EC100; 320,000 tested, 0.061% active; Oxytocin receptor (Homo sapiens), P30559; AID 2445, 2010;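 active = activation above that plate's cutoff, the mean activation of tested compounds plus 3 SD, cut at about 6.6% in these data, passing the limit was not always enough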;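 also: 100% uses oxytocin at 75 nM as the full agonist control; some results filed as inactive read as strong as hits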
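Material: human OTR in CHO cells. Compound: 3.0 µM, one dose. Timing: compound 6 min at room temperature before oxytocin, 100 s read. Evaluation: % activation of max/min ratio relative to oxytocin controls. Replication: single well per compound, singlicate. Signal: Fluo-8 calcium dye fluorescence.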
CHO-K1 Ca ag: counter-screen for M1 agonists: effect in parental CHO-K1 cells | 360,000 tested, 0.48% active | Fluo-8 calcium fluorescence; scaled to maximal ATP response, vehicle zero | activation, % at 3 µM; in the data active = activation above about 15%;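 also: untransfected CHO-K1 host cells lacking M1 receptor as counterscreen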
CHO-K1 Ca PAM: nonselective calcium activators in parental CHO-K1 cells, primary screen, counter-screen for M1 PAM project, cell-based, Fluo-8 calcium fluorescence, full deck, 1536-well. ATP EC20; 0% at ATP EC20, 100% at ATP max. activation, % at 3 µM. 360,000 tested, 0.02% active. AID 602247, 2012;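 active = activation above the run cutoff, the mean activation of all test compounds plus 3 SD, cut at about 40% in these data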;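 also: peak over basal fluorescence ratio in a 140 s read after ATP addition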
OXTR agonist: human OXTR agonists, primary screen, fluorescence, CHO-OTR cells, Fluo-8 calcium. Oxytocin receptor (Homo sapiens), P30559. Fluo-8 calcium fluorescence; normalized: DMSO 0%, oxytocin 100%. activation, % at 3 µM. 320,000 tested, 0.32% active;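 active = activation above the mean of all tested compounds plus 3 SD, cutoff set per screening run, cut at about 20% in these data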;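 also: peak over basal fluorescence ratio from a 100 s FLIPR kinetic read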
TAAR1 antag: human TAAR1 antagonists, primary screen, Fluo-8 calcium fluorescence, CHO RD-HGA16 cells. Trace amine-associated receptor 1 (Homo sapiens), Q96RJ0. inhibition, % at 3 µM. AID 624466, 2012. antagonist. 360,000 tested, 1.5% active;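 active = inhibition above a per-plate cutoff, the mean inhibition of test compounds on that plate plus 3 SD, cut at about 49% in these data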;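 also: 0% = DMSO plus EC80 beta-PEA response and 100% = DMSO alone without agonist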
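Test system: CHO RD-HGA16 cells bearing hTAAR1 | Reagent: β-PEA, EC80 | Compound dosing: 3 µM, single point | Schedule: Dye loading 75 min at 37 °C, then 30 min room temperature | Signal: Calcium fluorescence with Fluo-8 | Evaluation: Percent inhibition of PEA-evoked calcium signal, max/basal emission ratio | Control set: DMSO-only wells and EC80 β-PEA-stimulated wells | Repeats: Singlicate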
An asterisk follows results filed as active; . = no result given. Outcome played no part in choosing rows; overall some 3.5% were active at least once.

SMILES	V1aR counter	CHO parental Ca	GPR7 antag	CHO-K1 Ca antag	OXTR potentiator	CHO-K1 Ca ag	CHO-K1 Ca PAM	OXTR agonist	TAAR1 antag
CCc1nc2c(OCC(=O)C(C)(C)C)cccn2c1N(C)C(=O)COc1ccccc1	.	.	.	1	.	-0.1	8	.	-21
O=C(NCCCN1CCOCC1)c1ccc2c(c1)N(Cc1ccccc1)C(=O)c1ccccc1S2=O (stereo not drawn)	0.2	-19	-13	-9	-8	-0.4	14	0.5	-19
Cc1cc(C)n(CCCNC(=O)c2ccc(C)c(S(=O)(=O)N3CCOCC3)c2)n1	-0.8	-20	.	12	-6	-0.5	-29	-0.5	-4
COC(=O)c1ccc(CNC(=O)CSC(C)C(=O)Nc2cc(C)on2)cc1 (stereo not drawn)	0.3	-16	.	-8	-6	0.2	17	-0.5	-4
COc1ccccc1-c1csc2ncnc(Sc3nnnn3C)c12	-0.7	6	.	-16	0	-0.5	6	-1.7	13
O=C(N/N=C\c1cc2c(cc1Cl)OCO2)c1cccs1	-1.1	-24	-10	-8	0	0.6	17	-1.3	-28
O=C(OCCN1CCCC1=O)c1cc(F)c(F)c(F)c1F	0.9	-3	-8	-2	-1	-0.1	3	0.2	-10
O=C(Nc1ccc(N2CCOCC2)cc1)c1csc([C@@H]2O[C@H](CO)[C@H](O)[C@H](O)[C@H]2O)n1	.	.	.	6	.	0.2	-11	.	-17
COC(=O)CNC(=O)C1Nc2ccc(OC(F)(F)F)cc2C2C=CCC12 (stereo not drawn)	1.9	-7	.	-6	-2	1.1	3	2.2	-3
CC(C)C(=O)Nc1c2c(nc3ccccc13)N(C)CC2	0.1	5	7	22	3	-0.2	-8	0.2	-4
Cc1ccc(-n2c(C)cc(C=C3C(=O)CC(C)(C)CC3=O)c2C)cc1	-0.7	-9	12	-3	-6	0.1	10	-1.0	-16
O=C1C2CCCN2C(c2ccc(Br)cc2)N1c1ccc(F)cc1 (stereo not drawn)	-0.1	-18	11	-6	2	0.0	5	-1.8	-13
OC(CSc1ccccc1Cl)CN1CCN(c2ccccc2F)CC1 (stereo not drawn)	1.7	-13	-10	-12	-5	1.6	8	0.0	2
CCCCNC(=O)Nc1ncn[nH]1	0.9	-4	-14	-13	-8	0.1	-14	0.8	-4
O=C1OC(c2ccccc2)(c2cc(Br)c(O)c(Br)c2)c2ccccc21 (stereo not drawn)	.	.	.	-10	.	0.0	16	.	12
COC(=O)c1ccccc1NC(=O)COc1ccccc1[N+](=O)[O-]	-0.2	-12	-19	18	-9	0.6	-14	1.0	9
O=C(O)c1cccc(-n2c(/C=C/c3ccccc3)nc3ccccc3c2=O)c1	0.8	2	0	10	-10	0.0	-4	0.4	1
CN(Cc1ccccc1)CC1CCCN(CCc2ccccc2F)C1 (stereo not drawn)	-0.1	-16	0	-9	1	0.1	0	0.3	2
Cc1cc(C)nc(SCC(=O)Nc2ccnc3ccccc23)n1	8.1	36*	-4	19	-11	14	5	15	11
CCc1nnc(NC(=O)c2cc(S(=O)(=O)N(C)c3ccc(OC)cc3)ccc2Cl)s1	3.1	-31	6	-4	-7	1.4	14	1.6	-20

Five entries from above, set out differently:
Each structure is followed by: V1aR counter | CHO parental Ca | GPR7 antag | CHO-K1 Ca antag | OXTR potentiator | CHO-K1 Ca ag | CHO-K1 Ca PAM | OXTR agonist | TAAR1 antag
- O=C(OCCN1CCCC1=O)c1cc(F)c(F)c(F)c1F
  0.9 | -3 | -8 | -2 | -1 | -0.1 | 3 | 0.2 | -10
- O=C(Nc1ccc(N2CCOCC2)cc1)c1csc([C@@H]2O[C@H](CO)[C@H](O)[C@H](O)[C@H]2O)n1
  . | . | . | 6 | . | 0.2 | -11 | . | -17
- COC(=O)CNC(=O)C1Nc2ccc(OC(F)(F)F)cc2C2C=CCC12 (stereo not drawn)
  1.9 | -7 | . | -6 | -2 | 1.1 | 3 | 2.2 | -3
- CC(C)C(=O)Nc1c2c(nc3ccccc13)N(C)CC2
  0.1 | 5 | 7 | 22 | 3 | -0.2 | -8 | 0.2 | -4
- Cc1ccc(-n2c(C)cc(C=C3C(=O)CC(C)(C)CC3=O)c2C)cc1
  -0.7 | -9 | 12 | -3 | -6 | 0.1 | 10 | -1.0 | -16

Next entries follow.
SMILES	V1aR counter	CHO parental Ca	GPR7 antag	CHO-K1 Ca antag	OXTR potentiator	CHO-K1 Ca ag	CHO-K1 Ca PAM	OXTR agonist	TAAR1 antag
O=C(NCc1ccccc1)c1c(O)c2ccccc2[nH]c1=O	.	.	-2	0	.	-0.1	-11	.	-8
COc1ccc(C(CNC(=O)C(CCSC)NC(=O)c2ccccc2Cl)N2CCCC2)cc1 (stereo not drawn)	0.2	-17	.	-8	1	0.8	22	-0.3	-2
COc1ccccc1CCc1nnc(CCC(=O)NC(C)Cc2cccc(C)n2)o1 (stereo not drawn)	0.2	-4	-19	-17	-3	0.6	17	0.2	-14
COc1ccc(S(=O)(=O)N2CCN(CC(=O)N3CCOCC3)CC2)cc1OC	-1.2	-14	.	-6	-3	-0.2	1	-1.2	0
CN1CCC(N(C)CC(O)c2ccccc2)CC1 (stereo not drawn)	0.6	-3	-6	-4	-12	-0.1	2	0.4	9
COc1ccc(/C=N/NC(=O)C2(C)NC(C)(C)Cc3ccccc32)cc1 (stereo not drawn)	-0.7	-9	-2	-15	-20	0.1	14	7.7	-13
CC(=O)N1CCc2cc(S(=O)(=O)NC(Cc3ccccc3)C(=O)Nc3cc(C)ccn3)ccc21 (stereo not drawn)	-1.2	-11	-3	-17	-2	0.2	14	-1.8	5
O=C(N/C(=C/c1cccs1)c1nc2ccccc2[nH]1)c1ccccc1	1.9	-14	-14	-5	-4	1.6	16	0.7	3
O=C(O)c1ccccc1C(=O)c1cccc2ccccc12	-0.1	7	-4	-7	-2	-0.6	11	-0.5	-9
CC(C)Oc1ccc(N2CC(C(=O)Nc3ccccc3F)CC2=O)cc1 (stereo not drawn)	1.5	0	0	1	-4	0.5	13	-0.4	-5
O=C(Nc1c2c(nn1-c1cccc(Cl)c1)CS(=O)(=O)C2)c1ccco1	1.7	-17	8	-1	-4	-0.6	-4	0.6	-3
COc1ccc(/C=N/NC(=O)CCC(=O)Nc2ccccc2)cc1OC	-0.2	-14	-6	9	-5	12	4	-1.6	17
CCC(=O)NCCc1cc2ccc(C)c(C)c2[nH]c1=O	0.8	-12	-3	-13	4	1.2	26	1.2	-9
Cc1ccc(CC(=O)Nc2cccnc2)cc1	2.0	-4	2	4	-5	0.2	-11	-0.4	-22
CCCCOC(=O)C(C)Sc1n[nH]c(=O)[nH]c1=O (stereo not drawn)	-0.1	-1	-14	5	-6	-0.6	-8	-0.1	0
Cc1ccccc1C(=O)Nc1ccnn1C1CCN(CCCc2ccccc2)CC1	.	.	9	-6	.	1.3	0	.	-3
CCn1c(SCC(=O)NCc2ccccc2)nc2nc3c(cc2c1=O)CCCC3	-1.0	-11	-11	-6	-8	0.9	17	-2.1	-32
O=C1c2ccccc2C(=O)N1CN(C(=O)c1ccccc1[N+](=O)[O-])c1ccc(F)cc1	1.0	-1	-6	-8	-2	1.2	19	-1.1	7
COc1cc(N)c2ncccc2c1Cl	.	.	.	-3	.	0.6	-19	.	-15
O=C(COc1cc(F)ccc1[N+](=O)[O-])Nc1cccc(S(=O)(=O)NC2=NCCC2)c1	7.0	-15	.	-9	-8	10	-3	3.9	17

Whole records from above. Values in the order: V1aR counter, CHO parental Ca, GPR7 antag, CHO-K1 Ca antag, OXTR potentiator, CHO-K1 Ca ag, CHO-K1 Ca PAM, OXTR agonist, TAAR1 antag
O=C(Nc1c2c(nn1-c1cccc(Cl)c1)CS(=O)(=O)C2)c1ccco1 in the list: 1.7, -17, 8, -1, -4, -0.6, -4, 0.6, -3
COc1ccc(/C=N/NC(=O)C2(C)NC(C)(C)Cc3ccccc32)cc1 (stereo not drawn) in the list: -0.7, -9, -2, -15, -20, 0.1, 14, 7.7, -13

The results go on:
SMILES	V1aR counter	CHO parental Ca	GPR7 antag	CHO-K1 Ca antag	OXTR potentiator	CHO-K1 Ca ag	CHO-K1 Ca PAM	OXTR agonist	TAAR1 antag
COC(=O)C(C)(C)ONC(=O)Nc1ccccc1	-0.2	0	-3	-4	-4	0.0	6	0.0	-6
NC(Cc1ccc(C(F)(F)F)cc1)c1csc(Nc2cnccn2)n1 (stereo not drawn)	.	.	.	-16	.	12	31	.	7
N/C(CS(=O)(=O)c1ccccn1)=N\OC(=O)c1ccc(Cl)cc1	-0.3	19	-14	-2	-3	1.4	16	-0.2	-5
NC(=O)Nc1ccc(C(=O)OCC(=O)NC2CCCc3ccccc32)cc1 (stereo not drawn)	0.5	-6	.	-23	-5	0.8	18	1.0	-2
COC(=O)c1cc2ccsc2n1Cc1nc(-c2ccc(OC)cc2)oc1C	-0.1	-28	-14	-12	-2	0.6	6	0.0	-28
COc1cccc(/C=N/NC(=O)CN2CC(c3ccccc3)CC2=O)c1O (stereo not drawn)	-0.1	-2	-12	1	-6	0.1	0	-0.1	-13
COCCCNC(=S)NNC(=O)c1cc(C2CC2)nc2ccccc12	.	.	-6	2	.	-0.1	9	.	-10
COc1ccc(/C=N/Nc2ncc(Br)cn2)c(OC)c1	-0.9	-1	17	-14	-5	-0.4	1	-2.3	8
Cc1ccccc1COc1ccc(/C=N/NC(=O)c2nnn(-c3nonc3N)c2CN2CCC(C)CC2)cc1	1.4	-9	-25	-16	-6	-0.1	8	-0.1	-56
COc1ccc(CCN(C(=O)/C=C/C(=O)O)C2CC(=O)N(c3ccccc3)C2=O)cc1 (stereo not drawn)	0.1	-2	-1	4	2	-0.7	-10	0.4	4
CNc1ccc(Br)cc(C(=O)/C=C/c2ccc(OC)cc2)c1=O	1.4	-3	2	7	-9	3.4	3	2.2	-14
CCc1ccccc1NC(=O)C1c2ccccc2Oc2ccccc21	-0.4	-10	-3	-5	1	-0.3	20	-1.1	13
